Screening data: PubChem BioAssay, several laboratories
STAT1 activator – STAT1 signaling activation; NIH 3T3 STAT1-luciferase reporter, IFN-gamma, luminescence; 100% = IFN-gamma alone, no compound; activation (% of control), % at 5.5 µM; actives 2.6% (n = 200,000); AID 932;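 active means activation above the screen-wide mean activation plus 3 SD, cut at about 130% in these data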;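 further: raw ratio to IFN-gamma control signal so 100% means no change and 0% no light; values of inactives mirror those of a sister screen read the other way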
Hsp70 activator – Hsp70 transcriptional activation, primary screen. HeLa Hsp70 promoter luciferase reporter, luminescence; scaled: vehicle 0, proteasome-inhibitor control 100%. actives 0.04% (n = 200,000). activation, % at 10 µM;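 active means activation above the mean across all tested compounds plus 3 SD, cutoff set per campaign, cut at about 5.5% in these data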;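 further: 100% = MG132 at 30 µM as the positive control and 0% = DMSO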
G6PDH counter – inhibits Leuconostoc G6PDH, flagging false hits in G6PDH-based assays; actives 0.12% (n = 200,000); inhibition, % at 5 µM; Purified L. mesenteroides G6PDH, diaphorase/resazurin coupled fluorescence, 45 min; AID 1020; in the data active means inhibition above about 50%
STAT3 blocker – STAT3 signaling inhibition; U3A cells, IL-6 STAT3-luciferase reporter, luminescence; host cell line lacks STAT1; actives 0.89% (n = 190,000); inhibition, % at 5.5 µM;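 active means inhibition above the mean inhibition across all screened compounds plus 3 SD, cut at about 44% in these data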;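 further: 0% = DMSO only wells and 100% = 100 µM nifuroxazide control wells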
STAT3 act – activators of IL-6 induced STAT3 signaling; U3A cells, IL-6 STAT3-luciferase reporter, luminescence; 100% = signal with IL-6 EC80 alone; activation (% of control), % at 5.6 µM; actives 0.91% (n = 190,000);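 active means activation above the screen-wide mean of compound activation plus 3 SD, cut at about 130% in these data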;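 further: 0% = background luminescence of wells with medium and substrate only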
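Material: STAT3-luciferase reporter U3A cells; Probe or stimulus: IL-6 (33 ng/mL); Incubation: compound pre-incubation 1 h before IL-6, then 6 h stimulation at 37 °C; Technique: luminescence from STAT3-driven luciferase reporter; Evaluation: % activation versus median of IL-6-stimulated wells; Controls: IL-6-only high control.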
STAT1 blocker – inhibitors of IFN-gamma induced STAT1 signaling | NIH 3T3 STAT1-luciferase reporter, luminescence | inhibition, % at 5.5 µM | actives 0.35% (n = 200,000);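 active means inhibition above a set limit, the mean inhibition across all tested compounds plus 3 SD, cut at about 34% in these data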;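 further: 0% = IFN-gamma with DMSO and 100% = IFN-gamma with 300 µM nifuroxazide; values of inactives mirror those of a sister screen read the other way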
Diaph act CS – counter-screen for diaphorase-based assays: diaphorase activators and chemical reducers; actives 0.005% (n = 190,000); activation factor at 20 µM; Diaphorase/resazurin coupled assay, resorufin fluorescence, 16 min; hits give high values; 1 = vehicle wells, 0 = NADH-free wells;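 active means diaphorase activity raised at least twofold by the compound at 20 µM; inactive means activation factor below 2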
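test system = bacterial diaphorase enzyme (C. kluyveri) | quantity = enzyme 0.07 U/mL final | reagent = NADH substrate 0.114 mM plus resazurin dye 0.1 mM, final | incubation = 16 min enzyme reaction, ambient temperature | buffer or medium = HEPES pH 7.4 buffer with MgCl2 and Tween 20 | signal = fluorescence of resorufin, 544 nm excitation, 590 nm emission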
Diaphorase inh – inhibits diaphorase or chemically oxidizes, flagging diaphorase assay artifacts | diaphorase resazurin-to-resorufin fluorescence, NADH, 16 min; bacterial (C. kluyveri) enzyme, not human | inhibition, % at 20 µM | actives 0.69% (n = 190,000);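 active means primary screen inhibition at 20 µM above a set limit, cut at about 50% in these data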;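 further: plate controls were DMSO with full reaction for no effect and wells lacking NADH for full effect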
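material = Clostridium kluyveri diaphorase enzyme | amount = 0.14 U/mL diaphorase, enzyme working solution | schedule = incubation 16 min, room temperature | detection = fluorescence of resorufin formed from resazurin, Ex 544/Em 590 nm | benchmarks = positive control minus NADH, DMSO neutral control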
TLR4-MyD88 BLA – inhibitors of human TLR4-MyD88 binding | O00206+Q99836 | HeLa CL3-4 TLR4/MyD88 BLA complementation, FRET ratio | inhibition, % at 8.4 µM | actives 0.18% (n = 200,000); in the data active means inhibition above about 25%;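 further: 0% = vehicle and 100% = reference inhibitor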
Target sequence (O00206 whole entry, looked up): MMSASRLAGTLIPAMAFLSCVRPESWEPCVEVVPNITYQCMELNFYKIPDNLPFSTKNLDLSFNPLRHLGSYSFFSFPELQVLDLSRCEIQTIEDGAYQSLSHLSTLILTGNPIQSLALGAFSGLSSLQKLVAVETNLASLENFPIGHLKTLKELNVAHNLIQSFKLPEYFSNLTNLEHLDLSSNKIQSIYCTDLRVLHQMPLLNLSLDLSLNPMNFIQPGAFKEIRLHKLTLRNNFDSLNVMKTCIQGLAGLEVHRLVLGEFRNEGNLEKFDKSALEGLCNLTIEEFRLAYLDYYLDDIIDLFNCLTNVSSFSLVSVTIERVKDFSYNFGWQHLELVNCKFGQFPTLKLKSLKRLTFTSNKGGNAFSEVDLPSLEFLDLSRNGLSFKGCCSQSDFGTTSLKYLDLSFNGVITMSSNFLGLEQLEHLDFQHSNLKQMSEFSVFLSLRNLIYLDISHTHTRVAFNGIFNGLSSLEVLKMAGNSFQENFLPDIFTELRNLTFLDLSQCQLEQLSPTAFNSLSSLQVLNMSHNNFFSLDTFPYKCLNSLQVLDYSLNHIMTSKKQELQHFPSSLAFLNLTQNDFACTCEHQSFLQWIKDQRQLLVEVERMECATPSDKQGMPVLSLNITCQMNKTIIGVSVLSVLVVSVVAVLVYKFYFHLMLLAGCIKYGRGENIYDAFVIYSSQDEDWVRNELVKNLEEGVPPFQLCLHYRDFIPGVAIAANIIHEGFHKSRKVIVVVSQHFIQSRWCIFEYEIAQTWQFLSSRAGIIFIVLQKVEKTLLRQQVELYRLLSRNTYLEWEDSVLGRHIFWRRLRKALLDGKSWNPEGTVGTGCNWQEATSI
Target sequence (Q99836 whole entry, looked up): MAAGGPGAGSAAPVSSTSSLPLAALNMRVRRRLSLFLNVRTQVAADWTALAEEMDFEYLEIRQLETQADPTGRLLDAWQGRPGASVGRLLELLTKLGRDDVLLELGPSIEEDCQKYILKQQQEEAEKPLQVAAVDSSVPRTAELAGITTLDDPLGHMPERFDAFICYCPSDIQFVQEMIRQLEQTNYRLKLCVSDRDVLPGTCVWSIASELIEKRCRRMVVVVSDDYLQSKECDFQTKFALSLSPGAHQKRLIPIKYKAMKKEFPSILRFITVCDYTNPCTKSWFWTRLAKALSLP
APP transl inh – APP translation inhibition; SH-SY5Y APP 5'UTR-luciferase reporter, luminescence; inhibition, % at 2 µM; actives 0.82% (n = 190,000);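 active means inhibition above a set limit, derived from the sample mean plus 3 SD, cut at about 45% in these data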; further: values of inactives mirror those of a sister screen read the other way
* = called active by the depositor; · = not tested or not shown.

SMILES	STAT1 activator	Hsp70 activator	G6PDH counter	STAT3 blocker	STAT3 act	STAT1 blocker	Diaph act CS	Diaphorase inh	TLR4-MyD88 BLA	APP transl inh
Fc1ccc2nc(Nc3ccccc3)sc2c1	139.7*	-0.1	-4.4	10.7	97.2	-43.0	0.8	22.8	-5.6	-66.5
COc1ccccc1CCn1cnc2c3cc(C)ccc3n(C)c2c1=O	92.5	-0.1	5.1	22.1	82.6	8.0	0.8	24.3	-11.2	-9.1
CC(C)C(OC(=O)c1ccco1)C(=O)NCc1cccs1 (centres undefined)	91.6	-0.3	7.6	15.5	90.5	9.1	1	3.5	-1.3	-7.8
COc1ccc(N(CC(=O)N2CCc3ccccc3C2)S(=O)(=O)c2c(C)[nH]c(=O)[nH]c2=O)cc1	95.9	-0.1	2.9	-4.9	111.7	4.5	0.8	15.8	-11.4	-13.9
CCOc1cc(N2CCOCC2)c(OCC)cc1NC1=NCCCCC1	94.6	-0.2	16.6	1.1	101.9	5.9	0.7	34.7	-5.3	-5.5
Cc1ccc2nc(C)cc(Cl)c2c1	101.1	0.0	4.1	10.6	95.1	0.6	0.8	22.7	3.6	-16.6
O=C(CCn1nnc2ccccc2c1=O)N[C@@H](Cc1ccccc1)C(=O)O	100.7	0.2	0.8	2.9	99.9	-0.8	0.9	10.9	4.3	0.0
Cc1ccc(C(=O)Nc2ccc3c(c2)nc2n3CCSC2)cc1	148.3*	-0.3	-2.7	20.5	85.8	-52.6	0.9	13.6	-4.9	-168.8
Cc1cccc(NC(=O)NCc2ccc3c(c2)OCO3)c1C	103.7	-0.1	-0.2	-12.8	112.1	-5.5	1	-4.6	4.1	3.3
Cc1ccc(NS(=O)(=O)c2cc(C(=O)Nc3cccc(N(C)S(C)(=O)=O)c3)ccc2C)c(C)c1	88.2	-0.4	0.0	7.4	95.5	13.3	0.8	19.1	5.8	-5.0
COC(=O)c1ccccc1NC(=O)c1cn(-c2ccc(C)c(C)c2)c(=O)c2ccccc12	89.2	-0.4	-2.1	10.1	94.5	12.3	0.7	25.9	14.4	12.6
CCOC(=O)C1=C(C)NC2=C(C(=O)CC(C)(C)C2)C1c1ccc2c(c1)CCCN2C (centres undefined)	103.2	-0.1	6.0	-7.6	106.3	-3.5	0.9	10.5	-23.6	2.4
COc1ccc(NC(=O)c2ccco2)cc1S(=O)(=O)N1CCOCC1	102.6	-0.3	1.8	10.5	97.4	-3.1	1	-1.7	6.3	41.0
Cc1ccc2[nH]c(=O)c(COC(=O)c3ccccn3)cc2c1	97.2	-0.4	10.5	10.2	95.8	3.1	0.9	13.5	-1.1	-18.8
Cc1ccc(S(=O)(=O)N2CCN(Cc3nc4ccccc4[nH]3)CC2)cc1C	87.4	-0.1	10.5	0.8	102.3	13.7	0.9	6.5	6.4	33.5
Cc1ccc(C)c(NC(=O)CN(C)C(=O)c2cccc(S(=O)(=O)N(C)C)c2)c1	104.8	-0.1	1.3	-0.4	100.8	-4.4	0.8	23.5	-6.9	0.5
O=C(Cc1ccccc1)Nc1nc(=O)c2ccccc2s1	98.3	0.1	5.0	22.8	83.6	1.9	1	-4.8	-4.2	1.8
CCCC(C(=O)NC1CCCC1)N(CCCN1CCOCC1)C(=O)c1snc(C(N)=O)c1N (centres undefined)	104.7	0.2	3.1	-0.1	103.9	-5.1	0.8	19.7	-5.6	3.3
CCN(CC)S(=O)(=O)c1cc(NC(=O)c2cc(-c3ccccn3)nc3ccccc23)ccc1C	103.4	-0.3	-0.4	9.1	92.6	-3.5	1.1	-11.2	-10.9	2.3
COc1ccc(N2C(=O)CC(Sc3nnnn3-c3ccc(F)cc3)C2=O)cc1 (centres undefined)	92.0	0.2	17.4	1.0	99.0	8.6	0.8	19.0	9.1	4.3
COc1ccccc1-n1c(C)nnc1SCC(=O)NCc1ccccc1	106.0	-0.3	5.0	2.6	101.0	-5.1	1	3.7	-7.3	9.1
CCn1c(SCC(=O)Nc2nccs2)nnc1-c1ccc(S(=O)(=O)N2CCCCCC2)cc1	93.4	-0.3	0.5	11.9	89.1	7.2	0.9	9.9	-6.9	-8.1
COc1ccc(-c2csc(NC(=O)C3=NN(c4ccccc4)C(=O)CC3)n2)cc1	98.6	-0.5	5.4	33.7	72.8	2.2	0.9	8.5	-4.0	-20.4
COc1ccc(CCNC(=O)CN2CCN(c3cccc(Cl)c3)CC2)cc1OC	101.4	-0.3	-0.3	14.7	95.7	-1.6	0.7	25.3	-12.3	-5.0
CC(C)(C)NC(=O)CSc1nnc(NC(=O)c2ccccc2Cl)s1	108.7	0.1	0.5	4.4	102.8	-9.7	0.9	6.2	-4.4	45.9*
c1csc(C2Nc3ccccc3-c3nc4ccccc4n32)c1 (centres undefined)	127.5	-0.5	3.6	-1.9	102.3	-30.7	0.8	18.1	-10.2	-47.3
CC(=O)c1cc2c(=O)c3ccccc3oc2nc1C	114.2	0.2	·	8.0	95.9	-15.5	·	·	-16.4	3.8
OC(COc1ccccc1)Cn1cc(Br)cn1 (centres undefined)	101.0	-0.5	5.1	12.4	95.8	-1.1	0.8	16.6	5.7	-21.7
CCN(CC)CCCNC(=O)Cn1ncc2c(=O)oc3ccc(C)cc3c21	·	·	-3.5	·	·	·	0.8	19.6	·	-9.2
COC(=O)c1ccc(/C=N\N2CCN(Cc3ccc(C)cc3)CC2)cc1	99.3	0.4	-3.8	12.5	93.7	0.8	0.9	9.9	0.9	2.8
COc1ccc(NC(=O)/C=C2\SC(=O)NC2=O)cc1	105.6	0.5	0.6	2.4	103.0	-8.5	1	0.3	-13.2	-6.3
Cn1c(=O)c(=O)n(C)c2cc(S(=O)(=O)N3CCC(N4CCCCC4)CC3)ccc21	97.0	-0.2	·	3.6	102.1	3.3	·	·	4.5	-4.6
O=C1C2ON(c3ccc(Br)cc3)C(c3cccnc3)C2C(=O)N1C1CCCCC1 (centres undefined)	80.6	-0.1	-8.4	0.2	102.8	21.2	0.9	8.8	6.2	-16.8
CCSc1nc(-c2ccccc2)nc(C(Cl)Cl)n1	105.9	-0.2	-8.1	-7.5	107.0	-6.5	0.9	9.0	9.9	47.1*
COc1ccc(Cn2nnnc2C(c2ccccn2)N2CCN(c3cc(Cl)ccc3C)CC2)cc1 (centres undefined)	104.8	0.0	5.4	-8.1	110.4	-3.6	0.7	27.7	1.2	-2.1
CN(C)CCCOc1ccc(C(C)(C)c2ccccc2)cc1	97.8	-0.4	10.4	9.2	97.1	2.4	1	0.9	-8.6	5.5
COc1cccc(-n2nnc3c(=O)n(C/C=C/c4ccccc4)cnc32)c1	110.2	-0.1	-33.8	14.2	95.3	-11.3	0.9	8.4	1.5	1.6
CCOP(=O)(c1ccccc1)C1(C#N)CCCC1 (centres undefined)	105.7	-0.2	1.0	13.4	93.0	-6.3	0.9	8.6	-17.2	-5.5
O=C(Nc1nc2ccccc2[nH]1)c1ccc(Br)o1	144.1*	0.8	5.0	-27.4	123.2	-48.8	0.9	9.6	-11.4	-91.2
Cc1cnc(NC(=O)c2ccco2)s1	138.8*	0.2	4.1	-5.4	111.2	-42.6	0.9	10.2	-3.3	-45.4
CCCS(=O)(=O)N1CCC(CCOc2ccccc2)(C(=O)OCC)CC1	94.4	-0.2	12.4	10.2	95.8	5.6	0.9	6.4	-1.1	4.0
Cc1ccc(S(=O)(=O)c2c(C)nn(-c3ccccc3)c2OC(=O)c2ccco2)cc1	92.0	-0.2	16.3	-12.1	106.1	8.8	0.9	12.3	-3.5	-11.7
Cc1cc(=O)n2[nH]cc(C(=O)O)c2n1	106.9	-0.5	-4.3	3.6	99.2	-7.5	0.9	10.4	-12.0	-2.2
CCOC(=O)c1ccc(NC(=O)CSc2nc3ncccc3[nH]2)cc1	116.2	0.0	8.0	14.9	85.8	-18.2	0.8	20.1	-2.9	14.2
Cn1cccc1Cc1nnc(SCC(=O)Nc2ccc(F)cc2)n1CCc1ccccc1	98.1	-0.3	-34.5	-13.1	110.8	2.9	0.8	20.7	2.9	9.1
CC1CCCN(C(=S)NCc2ccccc2)C1 (centres undefined)	105.4	-0.2	0.6	-5.2	102.9	-5.6	0.9	5.2	-10.5	-1.9
COc1ccc(OC)c(CNC(=O)CCN2C(=O)COc3ccccc32)c1	95.0	-0.4	-1.6	-5.8	104.7	5.5	0.9	8.4	-5.8	3.4
CCSc1nnc(-c2ccc(Cl)cc2Cl)o1	127.0	0.1	-1.3	23.6	82.5	-29.7	0.9	14.5	-1.5	-85.7
COC(=O)c1[nH]c2ccccc2c1NC(=O)CN1CC(C)OC(C)C1 (centres undefined)	92.6	-0.3	-1.5	8.5	100.6	5.5	0.9	5.8	0.3	-16.3
COc1ccccc1NC(=O)c1sc2ncn(Cc3cccc(C)c3)c(=O)c2c1C	108.3	-0.5	-34.3	5.7	97.6	-9.4	0.8	15.3	11.2	10.1
Remaining list, next part.
SMILES	STAT1 activator	Hsp70 activator	G6PDH counter	STAT3 blocker	STAT3 act	STAT1 blocker	Diaph act CS	Diaphorase inh	TLR4-MyD88 BLA	APP transl inh
COc1ccc(-c2onc(C)c2-c2ccc3c(c2)OCCO3)c(O)c1	99.1	0.1	3.8	-1.1	104.1	-1.0	0.8	18.1	1.5	24.3
CCOc1ccc(CN2CCCN(C)CC2)cc1	106.7	-0.3	0.0	10.2	97.5	-7.3	0.2	76.8*	10.6	2.4
COc1ccccc1CNC(=O)CSc1nc2nc(C)cc(C)n2n1	101.4	-0.4	1.5	11.3	97.8	-1.5	0.8	20.5	-6.2	-0.4
COc1cc(OC)c(C(=O)OC(C)C(=O)Nc2cc(C(F)(F)F)ccc2Cl)cc1OC (centres undefined)	106.9	-0.5	8.5	-11.2	105.4	-7.6	0.9	6.9	-0.5	16.0
COc1ccc(C(=O)NCc2cccnc2)cc1OC	96.7	-0.4	8.4	-2.6	105.5	3.7	1.1	-14.0	-3.1	-8.8
CCCCn1nnnc1NCc1ccc(N2CCCC2)cc1	104.6	-0.5	-15.6	1.3	104.2	-5.1	1	2.0	4.7	-5.8
O=C(c1cc2c(=O)oc3ccccc3c2s1)N1CCOCC1	107.5	-0.2	-13.3	5.7	98.2	-8.1	0.9	12.0	2.2	-17.9

Arranged by SMILES length (smallest number first): some entries from above
SMILES	STAT1 activator	Hsp70 activator	G6PDH counter	STAT3 blocker	STAT3 act	STAT1 blocker	Diaph act CS	Diaphorase inh	TLR4-MyD88 BLA	APP transl inh
COc1ccc(C(=O)NCc2cccnc2)cc1OC	96.7	-0.4	8.4	-2.6	105.5	3.7	1.1	-14.0	-3.1	-8.8
CCCCn1nnnc1NCc1ccc(N2CCCC2)cc1	104.6	-0.5	-15.6	1.3	104.2	-5.1	1	2.0	4.7	-5.8
COc1cc(OC)c(C(=O)OC(C)C(=O)Nc2cc(C(F)(F)F)ccc2Cl)cc1OC (centres undefined)	106.9	-0.5	8.5	-11.2	105.4	-7.6	0.9	6.9	-0.5	16.0
